High-throughput results (PubChem)
GPR55 activation: GPR55 agonists via beta-arrestin recruitment, primary screen, imaging, U2OS cells, beta-arrestin-GFP redistribution (AID 1961); U2OS GPR55 beta-arrestin-GFP redistribution imaging; higher % means a stronger effect; activation, % at 10 µM, or EC50 in µM where a hit was titrated; actives 0.048% (n = 290,000);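 active = activation above 40% with more than 50 cells counted in the well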;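 note: U2OS osteosarcoma cells stably expressing GPR55 and beta-arrestin-GFP; plate controls were DMSO negative control for no effect and LPI positive control for full effect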
MgcRacGAP inhibition: MgcRacGAP GTPase-activating activity inhibitors, confirmation, biochemical, ADP Hunter fluorescence; MgcRacGAP-stimulated Rac1 GTP hydrolysis, ADP Hunter fluorescence; higher % means a stronger effect; GST-tagged Rac1 F28L mutant substrate; inhibition, % at 30 µM; hits with a dose series show IC50 in µM; actives 0.6% (n = 340,000); AID 624330;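 active = first-screen hits whose inhibition reached a set limit at any dose in the follow-up dose series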;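 note: fluorescence reports GDP produced by GAP-driven GTP hydrolysis; strong numbers were not always called active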
NTR1 agonist: NTR1-driven beta-arrestin-GFP spot formation – imaging, U2OS cells, high content, primary screen (AID 493036); agonist mode; activation, % at 20 µM; actives 0.17% (n = 330,000); P30989;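 active = activation at or above 40% of the spot to cytoplasm intensity ratio, with at least 20 cells analyzed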;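 note: 0% = DMSO without peptide and 100% = 100 nM NTR1 peptide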
Target sequence (P30989 whole entry, looked up): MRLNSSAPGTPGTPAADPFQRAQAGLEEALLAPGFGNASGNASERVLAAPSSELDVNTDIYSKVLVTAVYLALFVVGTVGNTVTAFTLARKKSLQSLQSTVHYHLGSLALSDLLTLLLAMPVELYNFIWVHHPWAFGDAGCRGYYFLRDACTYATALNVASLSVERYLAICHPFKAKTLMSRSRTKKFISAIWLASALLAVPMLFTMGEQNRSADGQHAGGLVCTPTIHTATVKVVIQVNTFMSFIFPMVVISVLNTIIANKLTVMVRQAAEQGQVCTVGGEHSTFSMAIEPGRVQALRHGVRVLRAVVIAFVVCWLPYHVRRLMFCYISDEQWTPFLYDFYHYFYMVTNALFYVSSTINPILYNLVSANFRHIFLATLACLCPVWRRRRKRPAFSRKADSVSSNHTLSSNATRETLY
GPR55 antagonists: inhibition of LPI-stimulated GPR55 beta-arrestin translocation – imaging, U2OS, beta-arrestin-GFP, LPI agonist, primary screen (AID 2013) | U2OS GPR55 beta-arrestin-GFP translocation imaging, LPI antagonism; higher % means a stronger effect | inhibition, % at 10 µM; hits with a dose series show IC50 in µM | actives 0.13% (n = 290,000);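 active = spots per cell inhibited over 60%, with over 100 cells counted and total cytoplasm intensity under 500,000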;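 note: U2OS cells stably carrying GPR55 and arrestin-GFP stimulated by 5 µM LPI near EC80; imaged beta-arrestin-GFP aggregate spots per cell after agonist stimulation; plate controls were LPI-stimulated DMSO wells for no effect and DMSO wells without LPI for full effect; some results filed as inactive read as strong as hits; confirmed hits need IC50 under 10 µM and bright autofluorescent wells are also inconclusive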
KOR beta-arrestin-1: kappa opioid receptor blockers – cell-based, luminescence, uHTS (AID 1778); inhibition, % at 10 µM; hits with a dose series show IC50 in µM; actives 0.091% (n = 290,000); KOR beta-arrestin recruitment, luminescence, antagonist mode; higher % means a stronger effect; in the data active = inhibition above about 50%; note: strong numbers were not always called active
GPR35 arrestin U2OS: inhibition of zaprinast-stimulated GPR35 beta-arrestin translocation – imaging, U2OS, beta-arrestin-GFP, zaprinast agonist, primary screen (AID 2058) | actives 0.052% (n = 290,000) | one-dose inhibition, % at 10 µM; IC50 in µM for titrated hits | U2OS GPR35 beta-arrestin-GFP translocation imaging, zaprinast antagonism; higher % means a stronger effect;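 active = inhibition of at least 50% with at least 30 cells and total cytoplasm GFP at most 10,000,000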
NOD1 inhibition: inhibition of NOD1-driven NF-kB reporter – cell-based, luminescence, uHTS, primary screen (AID 1578) | NOD1-driven NF-kB luciferase reporter cells, luminescence; higher % means a stronger effect | inhibition, % at 4 µM; hits with a dose series show EC50 in µM | actives 1% (n = 290,000); in the data active = inhibition mostly above about 36%, no sharp cut-off; inactive = mostly below about 34%;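 note: HEK-293T reporter cells stimulated with the NOD1 agonist gamma-tri-DAP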
UTI89 phage lysis: protection from phage-mediated lysis, alamar blue read-out – E. coli UTI89, K1F phage, bacterial capsule biogenesis inhibitors (AID 488966) | E. coli UTI89 K1F phage lysis, alamar blue, 2 h; higher % means a stronger effect | inhibition, % at 100 µM, or IC50 in µM where a hit was titrated | actives 0.02% (n = 340,000);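 active = phage lysis inhibition, versus mean bacterial control, above a set limit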;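 note: capsule biogenesis inhibitors block K1F phage lysis so surviving cells raise fluorescence; higher fluorescence means more inhibition of phage lysis; actives were called in the ten point dose series up to 300 µM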
KOR beta-arrestin-2: kappa opioid receptor activators – cell-based, luminescence, uHTS, primary screen (AID 1777); activation, % at 10 µM, or EC50 in µM where a hit was titrated; KOR beta-arrestin recruitment, luminescence; higher % means a stronger effect; actives 0.02% (n = 280,000); in the data active = activation above about 50%, passing the limit was not always enough; note: a part of the inactive calls stands beside numbers as strong as those of hits
NTR1 agonist cell count 20 µM: recorded beside NTR1 agonist, whose call it bears; cell count; measured here: cell count, cytotoxicity flag
Numbers without * were called inactive; x = not tested or not shown; [ ] = dose if it differs, or a comment.

Below each SMILES: MgcRacGAP inhibition, GPR55 antagonists, GPR55 activation, GPR35 arrestin U2OS, NTR1 agonist, NOD1 inhibition, NTR1 agonist cell count 20 µM, KOR beta-arrestin-1, KOR beta-arrestin-2, UTI89 phage lysis
> COc1cc(C(C[N+](=O)[O-])c2c(C)cc3ccccn23)ccc1O (stereo not drawn)
 : 25%, -10%, 1.2%, 3%, 1.8, -2%, 51, -37%, -2.7%, -0.1%
> COc1ccc(NC(=S)NN2CCOCC2)cc1OC
 : 4%, 4%, 0.4%, 11%, 1.6, 24%, 44, -6%, -9.1%, 0.5%[50 µM]
> CC1CC(=O)Nc2ccccc2S1(=O)=O (stereo not drawn)
 : 3%, 3%, -0.1%, 1%, 0.6, -4%, 44, -14%, 7.4%, 0.9%
> Cn1c(SCc2ccc(Cl)cc2Cl)nc(C(F)(F)F)cc1=O
 : 10%, -12%, 0.2%, -12%, 11, 0%, 59, -48%, 4.3%, 0.6%
> CC(=O)N/C(=C\c1ccccc1)C(=O)NCC(=O)O
 : 4%, 5%, -0.1%, -4%, x, -12%, x, 12%, -4.9%, 8.5%
> COc1ccc(C(=O)Cc2cc3cccc(OC)c3oc2=O)cc1
 : 7%, -2%, -0.1%, -7%, -1.0, -8%, 44, -16%, -0.2%, 0.4%
> N#Cc1ccc(OCC(=O)N/N=C2/CC(c3ccccc3)Oc3ccccc32)cc1 (stereo not drawn)
 : 14%, 4%, -0.3%, -8%, 6.8, -24%, 36, -26%, 4.3%, -0.2%
> CC1Cc2cc(/C(O)=C3/C(=O)C(=O)N(CCN4CCOCC4)C3c3cccc(O)c3)ccc2O1 (stereo not drawn)
 : 5%, 2%, -0.1%, 4%, -0.2, -18%, 82, 18%, -1.8%, 0.1%
> CCSCc1nnc(SCC(=O)Nc2ccc(F)cc2)n1CC
 : 4%, -7%, -0.1%, 4%, 1.5, -14%, 54, -54%[20 µM], -1.4%, 0.2%
> O=C(c1cc2cc(F)ccc2[nH]1)N1CCc2ccccc2C1
 : 5%, 7%, 0.3%, 5%, 0.8, -3%, 41, -10%, 2.0%, 1.3%
> COc1ccccc1CCNC(=O)c1cnccn1
 : 4%, 5%, -0.1%, 12%, 2.5, 1%, 56, 14%, -1.5%, 1.1%
> CC1CN(Cc2ccc(C#N)cc2Cl)CC(C)O1 (stereo not drawn)
 : 12%, 16%, -0.1%, 6%, 0.6, -6%, 43, 18%, 3.2%, 0.5%
> CC(C)(C)SCCNC(=O)/C=C/c1ccc(F)cc1
 : -1%, 2%, -0.8%, -2%, -1.5, -29%, 72, -12%, 13%, -3.6%
> COc1cccc(NC(=O)CSc2c3c(nc4ccccc24)CCCC3)c1
 : 9%, 0%, -0.1%, -17%, 2.4, 30%, 54, 17%, 10%, -0.5%[50 µM]
> Cc1ccc(Oc2ccc(C=O)cn2)cc1
 : 13%, 3%, 1.7%, 4%, -1.0, -7%, 62, 9%, -3.4%, -0.5%
> CCOc1ccc(S(=O)(=O)N2CCN(C(=S)NC3CC3)CC2)cc1
 : 5%, 5%, -0.4%, -14%, -1.8, -20%, 62, 4%, -5.1%, 1.1%
> COC(=O)c1c(NS(=O)(=O)c2ccc(C)cc2)sc2c1CCC(C)C2 (stereo not drawn)
 : 8%, 3%, -0.3%, -7%, 0.4, -7%, 52, -5%, -4.0%, -0.3%
> CCCCN(CCCNC(=O)Cn1ncc2ccsc2c1=O)Cc1ccccc1
 : 13%, -19%, 0.1%, -9%, -0.5, -1%, 76, -26%, 12%, 0.3%
> COc1ccc(NC(=O)CSc2nc(C)cs2)cc1OC
 : 12%, 5%, -0.1%, 6%, -0.4, 16%, 44, 32%, 3.8%, 0.4%
> COc1ccccc1OCC(=O)N1CCN(C(=O)c2ccco2)CC1
 : 8%, 1%, -0.1%, -9%, 1.3, -5%, 82, -14%, 7.7%, -0.2%

4 records drawn at random from those above, as already listed:
Below each SMILES: MgcRacGAP inhibition, GPR55 antagonists, GPR55 activation, GPR35 arrestin U2OS, NTR1 agonist, NOD1 inhibition, NTR1 agonist cell count 20 µM, KOR beta-arrestin-1, KOR beta-arrestin-2, UTI89 phage lysis
> CCCCN(CCCNC(=O)Cn1ncc2ccsc2c1=O)Cc1ccccc1
 : 13%, -19%, 0.1%, -9%, -0.5, -1%, 76, -26%, 12%, 0.3%
> Cc1ccc(Oc2ccc(C=O)cn2)cc1
 : 13%, 3%, 1.7%, 4%, -1.0, -7%, 62, 9%, -3.4%, -0.5%
> COc1cc(C(C[N+](=O)[O-])c2c(C)cc3ccccn23)ccc1O (stereo not drawn)
 : 25%, -10%, 1.2%, 3%, 1.8, -2%, 51, -37%, -2.7%, -0.1%
> COc1ccccc1OCC(=O)N1CCN(C(=O)c2ccco2)CC1
 : 8%, 1%, -0.1%, -9%, 1.3, -5%, 82, -14%, 7.7%, -0.2%

Next part.
Below each SMILES: MgcRacGAP inhibition, GPR55 antagonists, GPR55 activation, GPR35 arrestin U2OS, NTR1 agonist, NOD1 inhibition, NTR1 agonist cell count 20 µM, KOR beta-arrestin-1, KOR beta-arrestin-2, UTI89 phage lysis
> COc1ccc(-c2[nH]ncc2CN2CCC(OCc3ccccn3)CC2)c(F)c1
 : 9%, -2%, 0.0%, 8%, 1.3, -12%, 69, -8%, 1.8%, 0.0%
> CC1(C)Cc2c(sc3ncn4nc(CCC(=O)O)c(=O)nc4c23)CO1
 : 7%, -3%, 0.2%, -17%, -1.9, -11%, 55, -13%, -12%, -0.2%
> N=c1c2c(n(Cc3ccccc3)c3c1CCC3)CCC2
 : 7%, -6%, -0.3%, -8%, 2.2, 51%, 41, -32%, -2.8%, -0.3%
> Cc1ccc(C(=O)NCc2ccccn2)cc1S(=O)(=O)N1CCCCC1
 : 1%, -7%, 0.4%, 15%, 0.0, -1%, 60, 38%, -4.4%, 1.3%[50 µM]
> CC(=O)NS(=O)(=O)c1ccc(NC(=S)Nc2ccccc2)cc1
 : -2%, 8%, 0.4%, 9%, -0.9, -26%, 65, -6%, -6.1%, -0.2%
> CCOc1ccc(OCCSc2nnnn2-c2ccccc2)cc1
 : 1%, -6%, 0.2%, -6%, 1.4, 3%, 34, 8%, 2.0%, 1.4%
> COc1ccnc(Oc2ccccc2)c1-c1ncn[nH]1
 : 4%, 10%, -0.3%, 4%, -0.5, -19%, 48, -3%, -5.0%, -2.0%
> COc1ccccc1CCC(=O)Nc1nc2ccccc2[nH]1
 : -5%, -2%, -0.2%, -3%, 1.7, -46%, 49, 29%, 0.0%, -0.1%
> O=C(CSc1nnc2ccccn12)N1CCc2ccccc21
 : 10%, 0%, 0.7%, 7%, -1.4, -40%, 52, -1%, -1.0%, 0.4%
> O=C(Nc1ccc(S(=O)(=O)N2CCc3ccccc32)cc1)C(F)(F)F
 : 8%, 9%, -0.3%, 8%, 0.3, -11%, 61, -9%, -3.5%, 0.0%
> CCc1cccc(NC(=O)C2CCCN2S(=O)(=O)c2ccc3c(c2)CC(C)N3C(C)=O)c1 (stereo not drawn)
 : 5%, -6%, -0.3%, -8%, 1.2, 1%, 46, -26%[20 µM], -0.8%, 2.6%
> C=CCCCOc1ccc(C(=O)O)cc1
 : 4%, 3%, -0.1%, 8%, 0.0, -5%, 63, -20%, -1.0%, 0.6%
> O=C(CCc1ccccc1)Nc1ccnn1C1CCN(C/C=C/c2ccccc2)CC1
 : 10%, 65%, 0.5%, -3%, 0.4, -37%, 85, -19%, -2.1%, 0.5%
> O=c1[nH]nc(N2CCOCC2)c(=O)[nH]1
 : -2%, -5%, -0.1%, -2%, -0.1, -3%, 49, 20%, 7.8%, 0.3%
> CCOC(=O)N1CCN(C(=O)CCSc2ccccc2)CC1
 : 8%, -2%, -0.3%, 10%, -1.2, -48%, 71, -19%, 3.7%, 0.1%
> COc1ccc(/C(O)=C/c2nc3ccc(C(=O)NCCc4cccc(C)c4)cc3[nH]c2=O)cc1OC
 : 4%, 11%, -0.2%, -5%, -0.7, -36%, 46, -14%, -1.1%, 8.7%
> N#Cc1ccc(-c2csc(NC(=O)C3CC3)n2)cc1
 : 9%, 6%, -0.2%, 2%, -0.7, -20%, 59, 5%, 3.3%, -0.4%
> N=C1/C(=C\c2ccc(SCc3ccccc3)o2)C(=O)N=C2SC(CC(=O)N3CCOCC3)=NN12
 : 15%, -5%, 0.9%, 9%, -1.4, -3%, 49, 8%, 4.4%, 0.4%
> COc1ccc2nc(NC(=O)CS(=O)(=O)c3ccc(C)cc3)sc2c1
 : 9%, 13%, 0.0%, 19%, -0.1, 17%, 36, -2%, -0.3%, -0.1%
> CC(C)(C)SCCNC(=O)c1ccc(NS(C)(=O)=O)cc1
 : 6%, 22%, -0.2%, 5%, -1.2, x, 52, 26%, -1.1%, 7.5%

The final 2 compounds of the part above lead into the next:
Below each SMILES: MgcRacGAP inhibition, GPR55 antagonists, GPR55 activation, GPR35 arrestin U2OS, NTR1 agonist, NOD1 inhibition, NTR1 agonist cell count 20 µM, KOR beta-arrestin-1, KOR beta-arrestin-2, UTI89 phage lysis
> COc1ccc2nc(NC(=O)CS(=O)(=O)c3ccc(C)cc3)sc2c1
 : 9%, 13%, 0.0%, 19%, -0.1, 17%, 36, -2%, -0.3%, -0.1%
> CC(C)(C)SCCNC(=O)c1ccc(NS(C)(=O)=O)cc1
 : 6%, 22%, -0.2%, 5%, -1.2, x, 52, 26%, -1.1%, 7.5%
> COc1ccc(OCCN2CCN(C(=O)c3ccc(OC(F)F)c(OC)c3)CC2)cc1
 : 3%, 12%, -0.2%, 16%, 0.0, -3%, 55, -14%, -1.1%, -0.5%
> COc1ccc(C(C)NC(=O)c2ccccc2)cc1 (stereo not drawn)
 : 3%, 7%, -0.1%, 2%, 0.4, -10%, 51, 12%, 1.1%, 0.6%[50 µM]
> Clc1ccc(CNCc2cccs2)cc1Cl
 : 8%, 10%, 0.3%, 14%, -2.0, -38%, 74, 8%, 1.3%, 7.5%
> Cc1ccc(NC(=O)c2cc(-n3cnnc3)ccc2Cl)c(C)c1
 : 8%, -5%, -0.2%, 2%, 0.2, 63%*, 43, x, 5.2%, 0.6%
> C=CCNc1nc(NCCN2CCOCC2)nc(OC)n1
 : 5%, 2%, -0.2%, 12%, 0.7, -13%, 60, -17%, 6.6%, 0.0%
> CCOc1cc(S(=O)(=O)Nc2ccc(Cl)cn2)ccc1Cl
 : 2%, -3%, -0.1%, 7%, 0.2, -23%, 51, 1%, -3.5%, 0.5%
> COc1cccc(-n2c(N)c(C(=O)Nc3c(C)n(C)n(-c4ccccc4)c3=O)c3nc4ccccc4nc32)c1
 : 11%, -3%, 1.3%, 3%, 1.6, -2%, 43, -19%, 7.3%, -0.3%
> O=C(NC1CCCc2ccccc21)c1ccccc1 (stereo not drawn)
 : 8%, 9%, 0.1%, -3%, 2.0, -6%, 51, 11%, -2.8%, 1.4%

These rows are one share of the data; rates above refer to the full screens.
